From PubChem BioAssay
MRP resist rev: reversal of MRP1-mediated doxorubicin resistance, primary screen, H69AR cells, doxorubicin co-treatment. H69AR cells + 2 uM doxorubicin, CellTiter-Glo, 72 h. differential viability (reversal), % at 10 µM. 85,000 compounds, 0.04% hits;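 active = viability drop by adding the cancer drug above about 55%, with treated viability meeting a 40% cutoff, limit read from the data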;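 also: viability without doxorubicin minus viability with 2 µM doxorubicin for each compound; larger differential means the compound sensitizes cells more to doxorubicin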
Bcl-B displacement: displacers of TR3 peptide from Bcl-B, primary screen, selectivity assay for Bfl-1 inhibitor project, biochemical, fluorescence polarization. Bcl-2-like protein 10 (Homo sapiens). FP displacement of FITC-TR3 peptide from Bcl-B; higher % means a stronger effect. one-dose displacement, % at 20 µM; IC50 in µM for titrated hits. 96,000 compounds, 0.11% hits;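 active = displacement above 50% at 20 µM plus a fluorescence interference ratio under 1.5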;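 also: plate controls were wells without compound for no effect and wells lacking Bcl-B protein for full effect; a part of the inactive calls stands beside numbers as strong as those of hits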
IL1B NFkB inh: inhibitors of IL-1B driven NFkB p65 nuclear import, primary screen, imaging, HUVEC, IL-1B stimulus, high-content imaging; HUVEC IL-1B NFkB p65 nuclear translocation imaging; inhibition, % at 2 µM; 94,000 compounds, 0.43% hits; AID 796, 2007;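 active = inhibition above about 30% together with a positive call from visual inspection of the well image, limit read from the data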;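 also: nuclear over cytoplasmic p65 intensity ratio measured by imaging; 0% = IL-1B stimulated DMSO wells and 100% = unstimulated DMSO wells; values of inactives mirror those of a sister screen read the other way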
NFkB transloc pot: enhancers of NFkB p65 translocation in HUVEC – imaging, IL-1B stimulus, high-content imaging, primary screen | HUVEC IL-1B NFkB p65 nuclear translocation imaging | AID 819, 2007 | 94,000 compounds, 0.3% hits | activation, % at 2 µM;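 active = activation above 40%, about the mean plus 3 SD, also judged a hit on visual image review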;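 also: percent activation is computed from the nuclear over cytoplasmic p65 intensity ratio; values of inactives mirror those of a sister screen read the other way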
PLAP inhibition: PLAP enzyme inhibitors, biochemical, luminescence, HTS (AID 690). 96,000 compounds, 0.08% hits. purified PLAP, luminescent substrate; higher % means a stronger effect. inhibition, % at 20 µM; hits with a dose series show IC50 in µM. Alkaline phosphatase, placental type (Homo sapiens); in the data active = a potency from the dose series; inactive = the rest, 99 in 100 with inhibition below about 30%; also: strong numbers were not always called active
MRP resist rev cytotoxicity: also measured in MRP resist rev; calls as there; viability, %; H69AR cells, CellTiter-Glo, 72 h; measured here: cytotoxicity without doxorubicin
MRP resist rev with doxorubicin: recorded beside MRP resist rev, whose call it bears; viability, %; measured here: viability with 2 uM doxorubicin; stronger effect = lower value
IL1B NFkB inh cell count 2 µM: second read-out of IL1B NFkB inh, no call of its own (marks repeat the call); cell count; measured here: cells passing quality filter;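 raw number of nuclei counted in each imaged well without normalization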
NFkB transloc pot cell count 2 µM: further read-out of NFkB transloc pot, marked with its call; cell count; measured here: cells passing quality filter
* hit, by the source's call; · = no result given. A portion of the library. The share of hits here may be higher or lower than overall.

The first 6 entries (preview)
nr	Compound	MRP resist rev	MRP resist rev cytotoxicity	MRP resist rev with doxorubicin	Bcl-B displacement	IL1B NFkB inh
1	Cn1c(O)c(C(c2ccccn2)c2c(O)n(C)c(=S)[nH]c2=O)c(=O)[nH]c1=S	·	·	·	5.3%	-2.9
2	Cc1cc(C)c(C2=NOC(O)(C(F)(F)F)C2)c(=O)[nH]1 (stereo unspecified)	1.4	97.6	96.2	1.2%	9.3
3	COc1ccc(C(CC(=O)N2CCC3(CC2)OCCO3)NS(=O)(=O)c2ccc(OC)cc2)cc1 (stereo unspecified)	-3.7	92.2	95.8	-6.3%	·
4	O=C(c1cc(Br)ccc1Cl)N1CCC2(CC1)OCCO2	18.2	96.7	78.5	0.5%	-4.8
5	O=c1[nH]c(=O)n(CCc2ccccc2)c(O)c1C=NCc1ccc2c(c1)OCO2	-0.1	34.9	35.0	1.5%	-26.8
6	FC(F)(F)c1ccc2c(c1)ncn2C1CCN(Cc2nnnn2C2CCCCC2)CC1	7.7	37.3	29.5	8.5%	-15.8

nr	IL1B NFkB inh cell count 2 µM	NFkB transloc pot	NFkB transloc pot cell count 2 µM	PLAP inhibition
1	14	2.9	14	-1.1%
2	176	-9.3	176	6.5%
3	·	·	·	-48.4%
4	121	4.8	121	-19.5%
5	196	26.8	196	-5.4%
6	185	15.8	185	-53.7%

The list itself, previewed entries included:
nr	Compound	MRP resist rev	MRP resist rev cytotoxicity	MRP resist rev with doxorubicin	Bcl-B displacement	IL1B NFkB inh
1	Cn1c(O)c(C(c2ccccn2)c2c(O)n(C)c(=S)[nH]c2=O)c(=O)[nH]c1=S	·	·	·	5.3%	-2.9
2	Cc1cc(C)c(C2=NOC(O)(C(F)(F)F)C2)c(=O)[nH]1 (stereo unspecified)	1.4	97.6	96.2	1.2%	9.3
3	COc1ccc(C(CC(=O)N2CCC3(CC2)OCCO3)NS(=O)(=O)c2ccc(OC)cc2)cc1 (stereo unspecified)	-3.7	92.2	95.8	-6.3%	·
4	O=C(c1cc(Br)ccc1Cl)N1CCC2(CC1)OCCO2	18.2	96.7	78.5	0.5%	-4.8
5	O=c1[nH]c(=O)n(CCc2ccccc2)c(O)c1C=NCc1ccc2c(c1)OCO2	-0.1	34.9	35.0	1.5%	-26.8
6	FC(F)(F)c1ccc2c(c1)ncn2C1CCN(Cc2nnnn2C2CCCCC2)CC1	7.7	37.3	29.5	8.5%	-15.8
7	CN(C)c1ccc2c(c1)N=C(c1ccco1)OP2(=S)N1CCOCC1 (stereo unspecified)	-10.3	65.8	76.0	-6.4%	-9.5
8	CCN(c1ccc(C(O)(C(=O)OC)C(F)(F)F)cc1)S(=O)(=O)c1ccc(C)cc1 (stereo unspecified)	8.3	100.2	91.9	6.5%	-8.4
9	CCC(=NCC1CCCO1)c1c(O)n(-c2ccccc2)c(=O)[nH]c1=O (stereo unspecified)	6.9	96.7	89.8	2.6%	2.5
10	Cc1[nH]c2ccccc2c1CCN	4.8	94.2	89.5	·	1.1
11	OCCNc1c2c(nc3ccccc13)CCCC2	8.5	87.1	78.6	0.2%	-2.2
12	C=CCn1c(O)c(C(C)=NCCc2ccccc2)c(=O)[nH]c1=O	-2.8	75.7	78.5	-3.1%	-7.0

nr	IL1B NFkB inh cell count 2 µM	NFkB transloc pot	NFkB transloc pot cell count 2 µM	PLAP inhibition
1	14	2.9	14	-1.1%
2	176	-9.3	176	6.5%
3	·	·	·	-48.4%
4	121	4.8	121	-19.5%
5	196	26.8	196	-5.4%
6	185	15.8	185	-53.7%
7	192	9.5	192	-4.6%
8	180	8.4	180	-7.1%
9	24	-2.5	24	26.9%
10	178	-1.1	178	·
11	186	2.2	186	13.3%
12	158	7.0	158	-18.2%

Shown with values under each structure: 2 of the compounds above
Values run as follows: MRP resist rev	MRP resist rev cytotoxicity	MRP resist rev with doxorubicin	Bcl-B displacement	IL1B NFkB inh	IL1B NFkB inh cell count 2 µM	NFkB transloc pot	NFkB transloc pot cell count 2 µM	PLAP inhibition
2. Cc1cc(C)c(C2=NOC(O)(C(F)(F)F)C2)c(=O)[nH]1 (stereo unspecified)
 : 1.4	97.6	96.2	1.2%	9.3	176	-9.3	176	6.5%
4. O=C(c1cc(Br)ccc1Cl)N1CCC2(CC1)OCCO2
 : 18.2	96.7	78.5	0.5%	-4.8	121	4.8	121	-19.5%

Arranged by length of the SMILES (smallest number first): three of the compounds above
nr	Compound	MRP resist rev	MRP resist rev cytotoxicity	MRP resist rev with doxorubicin	Bcl-B displacement	IL1B NFkB inh
9	CCC(=NCC1CCCO1)c1c(O)n(-c2ccccc2)c(=O)[nH]c1=O (stereo unspecified)	6.9	96.7	89.8	2.6%	2.5
5	O=c1[nH]c(=O)n(CCc2ccccc2)c(O)c1C=NCc1ccc2c(c1)OCO2	-0.1	34.9	35.0	1.5%	-26.8
3	COc1ccc(C(CC(=O)N2CCC3(CC2)OCCO3)NS(=O)(=O)c2ccc(OC)cc2)cc1 (stereo unspecified)	-3.7	92.2	95.8	-6.3%	·

nr	IL1B NFkB inh cell count 2 µM	NFkB transloc pot	NFkB transloc pot cell count 2 µM	PLAP inhibition
9	24	-2.5	24	26.9%
5	196	26.8	196	-5.4%
3	·	·	·	-48.4%

Remaining list, next part
nr	Compound	MRP resist rev	MRP resist rev cytotoxicity	MRP resist rev with doxorubicin	Bcl-B displacement	IL1B NFkB inh
13	CCC(=NCCN1CCOCC1)c1c(O)n(-c2ccccc2C)c(=O)[nH]c1=O	-5.9	81.4	87.3	-13.9%	5.3
14	Cc1ccc2c(c1)C1CN(C)CCC1N2C(=O)c1ccco1 (stereo unspecified)	9.9	97.3	87.4	3.0%	-18.9
15	CN(C)C(=O)NC(O)C(Cl)(Cl)Cl (stereo unspecified)	18.0	103.1	85.1	-1.3%	-11.3
16	COc1ccc(C(=O)C2CN(C)CC2C(=O)c2ccc(OC)cc2)cc1 (stereo unspecified)	·	·	·	-4.9%	6.6
17	CC1CN=C(NCc2ccccc2)S1 (stereo unspecified)	23.1	105.1	82.0	-2.3%	-4.0
18	CC(C)N1C(=O)CC2(CC[N+](C)(CCOC(=O)C(O)(c3ccccc3)c3ccccc3)CC2)C1=O (stereo unspecified)	·	·	·	-4.8%	-8.4
19	CC1CC2(O)c3nonc3CCC2N1O (stereo unspecified)	0.1	87.9	87.8	-9.0%	-1.2
20	COc1ccc(-n2c(=O)[nH]c3ccccc3c2=O)c(OC)c1	18.2	101.5	83.3	-7.7%	0.3

nr	IL1B NFkB inh cell count 2 µM	NFkB transloc pot	NFkB transloc pot cell count 2 µM	PLAP inhibition
13	76	-5.3	76	-9.8%
14	102	18.9	102	-22.0%
15	195	11.3	195	16.5%
16	137	-6.6	137	-42.2%
17	129	4.0	129	10.8%
18	178	8.4	178	18.5%
19	188	1.2	188	0.0%
20	136	-0.3	136	-5.4%
